Compound activity deposited in PubChem by National Center for Advancing Translational Sciences (NCATS).
Sm TGR inh: inhibitors of Schistosoma mansoni thioredoxin glutathione reductase; Q962Y6; Potency, µM (top dose mostly 114 µM), for the others: top-dose activity change, negative = inhibition, most hits filed as inhibitors; AID 485364; purified TGR, DTNB reduction, TNB absorbance 405 nm; 3% of 360,000 active; further: potency means the concentration at half of the fitted maximal effect; nearly all actives have a fitted effect of over 60% in size
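TGR 20 nM + NADPH 100 uM (dispensed conc.), cpd preinc 15 min RT; start with NADPH (500 uM addition) then DTNB (15 mM addition). Kinetic TNB absorbance, 405 nm filter. Four-parameter Hill fit across titration.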
HCV inh: HCV inhibition; AID 651820; Huh7.5.1 HCVcc-Cre infection, luciferase reporter, 44 h; Potency, µM (series often up to 41.8 µM), without a hit: top-dose activity change, negative = inhibition, most hits filed as inhibitors; 3.4% of 340,000 active; further: potency means the concentration at half of the fitted maximal effect
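Cells (1,000/well) were plated 4 h before compound, then infected with HCVcc-Cre virus (~0.5 moi). After 44 h further culture, infection was read as luciferase luminescence following a 15 min substrate incubation at room temperature.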
FBPA Giardia inh: inhibitors of Giardia lamblia fructose-1,6-bisphosphate aldolase; Potency, µM (highest dose often 59.6 µM), for the others: at the highest dose activity, negative = inhibition, usual class: inhibitors; purified Giardia FBPA; 0.71% of 290,000 active; further: potency means the concentration at half of the fitted maximal effect; nearly all actives have a fitted effect of over 55% in size
Target sequence (A8B2U2 whole entry, looked up): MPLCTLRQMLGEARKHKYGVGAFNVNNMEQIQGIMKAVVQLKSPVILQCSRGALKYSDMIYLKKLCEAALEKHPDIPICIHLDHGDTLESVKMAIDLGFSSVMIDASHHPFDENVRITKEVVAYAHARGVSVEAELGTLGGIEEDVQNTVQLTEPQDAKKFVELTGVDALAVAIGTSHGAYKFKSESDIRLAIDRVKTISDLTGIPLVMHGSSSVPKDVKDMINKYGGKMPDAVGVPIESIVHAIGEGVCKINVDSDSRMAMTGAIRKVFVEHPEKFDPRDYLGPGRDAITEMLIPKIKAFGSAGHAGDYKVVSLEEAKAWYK
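40 nM FBPA preincubated 10 min at RT with compound (up to 57.5 uM final), then substrate plus GAPDH/TPI/NAD/arsenate coupling and diaphorase/resazurin added. Fluorescence read after 20 min at RT, 525/598 nm.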
AmpC inh detg: AmpC beta-lactamase inhibition with detergent present. P00811. Potency, µM (titrated, usually from 114 µM), inactives show at the top dose activity change, negative = inhibition, most hits filed as inhibitors. AmpC hydrolysis of nitrocefin, absorbance 480 nm, 0.01% Triton. 0.041% of 370,000 active;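 further: potency means the concentration at half of the fitted maximal effect; 0% = no-compound wells and -100% = no-enzyme wells; nearly all actives have a fitted effect of over 25% in size; some results filed as inactive show a strong effect at the top dose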
Target sequence (P00811 whole entry, looked up): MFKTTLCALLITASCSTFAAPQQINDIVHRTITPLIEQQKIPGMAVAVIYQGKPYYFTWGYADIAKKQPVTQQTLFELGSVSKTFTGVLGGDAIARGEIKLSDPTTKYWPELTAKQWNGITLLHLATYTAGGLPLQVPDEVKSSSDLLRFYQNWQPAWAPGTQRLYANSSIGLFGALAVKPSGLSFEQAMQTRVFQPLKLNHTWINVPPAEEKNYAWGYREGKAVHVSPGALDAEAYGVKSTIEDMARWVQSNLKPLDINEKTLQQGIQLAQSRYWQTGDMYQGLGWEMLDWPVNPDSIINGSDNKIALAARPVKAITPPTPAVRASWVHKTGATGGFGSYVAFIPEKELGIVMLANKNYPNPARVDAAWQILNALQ
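20 mM phosphate pH 7.0 + 0.01% (detergent screen) or 0.0001% Triton X-100; 5.3 nM AmpC reagent; cpd preinc 15 min RT; nitrocefin (800 uM stock) to start; A480 q20 s × 4 min; Activity was normalised to no-enzyme and no-compound control wells.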
HCMV antiviral: human cytomegalovirus inhibition; HFF cells, HCMV-luciferase reporter, 72 h; hits give low values; activity change, negative = inhibition, % at 57.5 µM; 4.5% of 410,000 active; in the data active means activity change below about -60%; inconclusive means no clear call, values can overlap the other calls; inactive means above about -39%
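Cell-based, HFFs, 1000 cells/well, 16 h 37C; cpds in DMSO + HCMV-luc, MOI 1 PFU/cell; 72 h 37C; OneGlo luminescence after 5 min RT; norm. to buffer vs Salinomycin 10uM.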
AMA1 RON2 block: disrupts binding of P. falciparum AMA1 to RON2 | 0.2% of 360,000 active | AlphaScreen AMA1-biotinylated RON2 peptide binding | Potency, µM (titrated, usually from 58.2 µM), without a hit: top-dose activity change, negative = inhibition, usual class: inhibitors;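 further: potency means the concentration at half of the fitted maximal effect; 0% = vehicle wells and -100% = peptide control; nearly all actives have a fitted effect of over 45% in size; some results filed as inactive show a strong effect at the top dose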
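AMA1 (3D7) with his tag at 25 nM final met compounds first, then biotinylated RON2 peptide at 25 nM; detection used donor plus acceptor beads, 10 µg/mL apiece, read by AlphaScreen after 30 min at room temperature.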
* = called active by the depositor; [ ] = another dose, or the depositor's remark. Unless noted, the call rests on the fitted dose curve; in most records, active means well fitted curve in the direction sought with a large enough effect; inconclusive means small, poorly fitted or top-dose-only effect, or another doubt; inactive means no such curve, though single readings can be large; an effect the other way counts as inactive or inconclusive. Unless noted, on the % scale 0 is the no-effect control and ±100 the full control effect.

Screening CCC(C)NC(=O)C1CCN(S(=O)(=O)c2cc([N+](=O)[O-])ccc2Cl)CC1 (stereo unspecified) returned Sm TGR inh 8%, HCV inh -8%, FBPA Giardia inh 3%, AmpC inh detg 2%, HCMV antiviral inconclusive and AMA1 RON2 block -7%.
For Cc1ccc(-c2noc(CSc3nnc(-c4ccc(Cl)cc4)n3C)n2)cc1 the results were Sm TGR inh 6%, AmpC inh detg 14% and HCMV antiviral -12.
Cc1ccc(-c2csc3nc(C)n(N)c(=O)c23)cc1 was read as Sm TGR inh -10%, HCV inh 7%, FBPA Giardia inh 4%, AmpC inh detg inconclusive, HCMV antiviral -86* and AMA1 RON2 block -4%.
CN(C)CC(C)(C)CNC(=O)CC1C(=O)NCCN1Cc1ccc(-c2ccccc2)cc1 (stereo unspecified) was read as Sm TGR inh 10%, HCV inh -3%, FBPA Giardia inh -8%, AmpC inh detg 4%, HCMV antiviral 7 and AMA1 RON2 block 3%.
`COc1ccc(N2CCN(C(=O)CCNC(=O)Cn3ccc4ccccc4c3=O)CC2)cc1` gave Sm TGR inh -1%, HCV inh -22%, FBPA Giardia inh -1%, AmpC inh detg 2%, HCMV antiviral 11 and AMA1 RON2 block -13%.
Screening C/C(=N\NC(=O)C(O)c1ccccc1)c1ccc(Br)s1 (stereo unspecified) returned Sm TGR inh -7%, HCV inh -3%, FBPA Giardia inh 3%, AmpC inh detg 0%, HCMV antiviral 50 and AMA1 RON2 block 21%.
For Cc1ccc(Br)c(NS(=O)(=O)c2cccc(C(=O)N3CCNC(=O)C3)c2)c1 the results were HCV inh 21%, HCMV antiviral -15 and AMA1 RON2 block -3%[11.6 µM].
`CC(OC(=O)CCCOc1ccccc1)C(=O)Nc1ccc(Cl)cn1` (stereo unspecified) gave Sm TGR inh -2%, HCV inh 19%, AmpC inh detg inconclusive, HCMV antiviral -24 and AMA1 RON2 block -14%.
`Cc1nc2ccccc2n1CC(=O)N/N=C/c1cccnc1` gave HCV inh 14%, FBPA Giardia inh -1%, AmpC inh detg 4%, HCMV antiviral -4 and AMA1 RON2 block -1%.
Screening CCc1ccc(-c2nc3cc(NC(=O)c4ccc(C)c(C)c4)ccc3o2)cc1 returned Sm TGR inh 4%, AmpC inh detg 5% and HCMV antiviral -35.
Screening Nc1nc(SCC(=O)c2c(N)n(C3CC3)c(=O)[nH]c2=O)n[nH]1 returned Sm TGR inh 1%, HCV inh 6%, AmpC inh detg -16%, HCMV antiviral -22 and AMA1 RON2 block 1%.
For Cc1nnc(C)c2c(C)n(Cc3ccc4c(c3)OCO4)c(C)c12 the results were Sm TGR inh -7%, HCV inh 4.5µM*, FBPA Giardia inh -14%, AmpC inh detg inconclusive, HCMV antiviral inconclusive and AMA1 RON2 block inconclusive.
Cc1[nH]nc(Sc2ccccn2)c1[N+](=O)[O-] was read as Sm TGR inh 5%, HCV inh 21%, FBPA Giardia inh -6%, AmpC inh detg -13%, HCMV antiviral 54 and AMA1 RON2 block 28%.
Screening COc1cc(-c2nnc(SCC3(c4ccc(Br)cc4)OCCO3)o2)cc(OC)c1OC returned Sm TGR inh 0%, HCV inh inconclusive, FBPA Giardia inh -2%, AmpC inh detg 5%, HCMV antiviral -4 and AMA1 RON2 block 0%.
COc1cc(/C=C/c2[nH]c(=O)[nH]c(=O)c2[N+](=O)[O-])ccc1OCCC(C)C was read as Sm TGR inh -6%, HCV inh 10%, FBPA Giardia inh 8%, AmpC inh detg -3%, HCMV antiviral -24 and AMA1 RON2 block -7%.
Screening CCC1(CC)C(=O)N(C)C(=O)NC1=NCc1ccccc1 returned Sm TGR inh 7%, HCV inh 19%, FBPA Giardia inh 7%, AmpC inh detg -11%, HCMV antiviral 0 and AMA1 RON2 block 5%.
For CCN(CC)CCCC(C)N=C(c1ccccc1)c1c(O)n(C)c(=O)n(C)c1=O (stereo unspecified) the results were Sm TGR inh 1%, HCV inh 7%, FBPA Giardia inh -1%, AmpC inh detg inconclusive, HCMV antiviral -33 and AMA1 RON2 block 7%.
CCOC(=O)C1=C(C)C(c2ccc(OC)cc2)NC(=S)N1 (stereo unspecified) was read as Sm TGR inh -11%, HCV inh -2%, FBPA Giardia inh 3%, AmpC inh detg -3%, HCMV antiviral 49 and AMA1 RON2 block 14%.
O=C(NC(=S)Nc1ccc(CN2CCOCC2)cc1)c1ccc2c(c1)OCCO2 was read as Sm TGR inh inconclusive, HCV inh 35µM*, FBPA Giardia inh -25%, AmpC inh detg 3%, HCMV antiviral 12 and AMA1 RON2 block 18%.
CC(=O)C1=C(O)C(=O)N(c2ccc(Br)cc2)C1c1ccccc1[N+](=O)[O-] (stereo unspecified) was read as Sm TGR inh -1%, HCV inh 14%, FBPA Giardia inh 3%, AmpC inh detg -7%, HCMV antiviral 78 and AMA1 RON2 block -2%.
Screening COc1cc(S(=O)(=O)n2cnc(C)c2)ccc1Cl returned Sm TGR inh -1%, HCV inh 3%, FBPA Giardia inh 0%, AmpC inh detg -6%, HCMV antiviral 10 and AMA1 RON2 block 4%.
Cc1cc(C)c(C)c(S(=O)(=O)N2CCN(C(=O)c3ccccn3)CC2)c1C was read as Sm TGR inh -1%, HCV inh -27%, AmpC inh detg -10%, HCMV antiviral -8 and AMA1 RON2 block -7%.
For O=C(NC1CCCCC1)c1ccc2c(c1)N(Cc1ccccc1)C(=O)c1ccccc1S2 the results were Sm TGR inh 17%, AmpC inh detg 9% and HCMV antiviral 12.
Screening O=C(/C=C/c1cn(-c2ccccc2)nc1-c1cccc(Cl)c1)N1CCN(c2ccccn2)CC1 returned HCV inh inconclusive, FBPA Giardia inh -5%, AmpC inh detg 1%, HCMV antiviral -37 and AMA1 RON2 block -11%.
COCc1nc(-c2cc(Br)ccc2OC)no1 was read as Sm TGR inh -2%, HCV inh 13µM*, FBPA Giardia inh 6%, AmpC inh detg 0%, HCMV antiviral 17 and AMA1 RON2 block 10%.
O=[N+]([O-])c1ccc(C2CN=C(Nc3ccccc3)S2)cc1 (stereo unspecified) was read as Sm TGR inh -5%, HCV inh inconclusive, FBPA Giardia inh 2%, AmpC inh detg 1%, HCMV antiviral -38 and AMA1 RON2 block -13%.
Screening Cc1ccc(CCC(=O)Nc2ccccc2F)s1 returned HCV inh 11%, FBPA Giardia inh -5%, AmpC inh detg 3%, HCMV antiviral 1 and AMA1 RON2 block 14%.
`CC1(C)CC(NC(=O)C2CCC(=O)N(Cc3ccccc3F)C2)CC(C)(C)C1` (stereo unspecified) gave Sm TGR inh -27%, HCV inh 7%, FBPA Giardia inh 7%, AmpC inh detg 1%, HCMV antiviral 5 and AMA1 RON2 block 7%.
Screening O=S(=O)(c1ccc(Br)cc1)c1nc(-c2ccccc2)oc1N1CCOCC1 returned Sm TGR inh -40%, HCV inh inconclusive, AmpC inh detg -7%, HCMV antiviral -11 and AMA1 RON2 block -14%.
Cc1cc(Nc2ccc(O)cc2)ccc1N was read as Sm TGR inh 2µM*, HCV inh 13% and AmpC inh detg 5%.

Sorted by SMILES length (ascending): some entries from above
Cc1cc(Nc2ccc(O)cc2)ccc1N was read as Sm TGR inh 2µM*, HCV inh 13% and AmpC inh detg 5%.
Screening Cc1ccc(CCC(=O)Nc2ccccc2F)s1 returned HCV inh 11%, FBPA Giardia inh -5%, AmpC inh detg 3%, HCMV antiviral 1 and AMA1 RON2 block 14%.
Screening COc1cc(S(=O)(=O)n2cnc(C)c2)ccc1Cl returned Sm TGR inh -1%, HCV inh 3%, FBPA Giardia inh 0%, AmpC inh detg -6%, HCMV antiviral 10 and AMA1 RON2 block 4%.
O=[N+]([O-])c1ccc(C2CN=C(Nc3ccccc3)S2)cc1 (stereo unspecified) was read as Sm TGR inh -5%, HCV inh inconclusive, FBPA Giardia inh 2%, AmpC inh detg 1%, HCMV antiviral -38 and AMA1 RON2 block -13%.
`CC1(C)CC(NC(=O)C2CCC(=O)N(Cc3ccccc3F)C2)CC(C)(C)C1` (stereo unspecified) gave Sm TGR inh -27%, HCV inh 7%, FBPA Giardia inh 7%, AmpC inh detg 1%, HCMV antiviral 5 and AMA1 RON2 block 7%.
Screening O=C(/C=C/c1cn(-c2ccccc2)nc1-c1cccc(Cl)c1)N1CCN(c2ccccn2)CC1 returned HCV inh inconclusive, FBPA Giardia inh -5%, AmpC inh detg 1%, HCMV antiviral -37 and AMA1 RON2 block -11%.

Remaining list, next part
`COc1ccc([C@H]2[C@H](C(=O)OC(C)(C)C)N3N=Cc4ccccc4C3C23C(=O)c2ccccc2C3=O)cc1OC` (stereo partly specified) gave Sm TGR inh inconclusive, HCV inh inconclusive, FBPA Giardia inh inconclusive, AmpC inh detg -3% and AMA1 RON2 block -25%.
`O=C(c1cc2nc(-c3ccccc3)cc(C(F)(F)F)n2n1)N1CCCC1` gave HCV inh -10%, HCMV antiviral inconclusive and AMA1 RON2 block -7%.
Screening O=C(Nc1cccnc1)c1ccc(Cl)c(S(=O)(=O)N2CCOCC2)c1 returned Sm TGR inh -15%, HCV inh -6%, FBPA Giardia inh 3%, AmpC inh detg -5%, HCMV antiviral -23 and AMA1 RON2 block 24%.
COc1cc(C(=O)Nc2cc(C)nn2-c2ccccc2)cc(OC)c1OC was read as Sm TGR inh 5%, HCV inh -12%, FBPA Giardia inh -3%, AmpC inh detg -10%, HCMV antiviral 44 and AMA1 RON2 block 17%.
`O=C(Cn1cnc2onc(-c3ccc(Cl)cc3)c2c1=O)Nc1ccc(F)cc1` gave Sm TGR inh 11%, AmpC inh detg 5% and HCMV antiviral 20.
COCCCn1c(SC(C)C(=O)Nc2c(C)n(C)n(-c3ccccc3)c2=O)n[nH]c1=O (stereo unspecified) was read as Sm TGR inh -2%, HCV inh 8%, AmpC inh detg inconclusive, HCMV antiviral -15 and AMA1 RON2 block 5%.
CCOC(=O)C1=C(C)N(c2ccc(Cl)cc2)C(=O)NC1c1cccc([N+](=O)[O-])c1 (stereo unspecified) was read as Sm TGR inh 3%, HCV inh -15%, FBPA Giardia inh 6%, AmpC inh detg -6%, HCMV antiviral -19 and AMA1 RON2 block -17%.
`COC(=O)c1ccc(NC(=O)C(c2ccccc2)N2Cc3ccccc3C2=O)cc1` (stereo unspecified) gave Sm TGR inh 0%, AmpC inh detg 0% and HCMV antiviral 23.
Screening O=c1[nH]c2ccc(S(=O)(=O)N3CCN(c4ccccc4F)CC3)cc2s1 returned Sm TGR inh -11%, HCV inh 25%, FBPA Giardia inh 19%, AmpC inh detg -2%, HCMV antiviral inconclusive and AMA1 RON2 block 12%.
For Cc1oc(C)c2c(=O)ccc3c(c12)OC(N)=C(C#N)C3c1ccccc1 (stereo unspecified) the results were Sm TGR inh 28µM*, HCV inh inconclusive, FBPA Giardia inh 2%, AmpC inh detg 0%, HCMV antiviral 77 and AMA1 RON2 block -16%.
c1ccc(-n2ncc3c(NCc4ccccn4)ncnc32)cc1 was read as Sm TGR inh -17%, HCV inh -3%, FBPA Giardia inh -5%, AmpC inh detg -6%, HCMV antiviral 40 and AMA1 RON2 block 9%.
